LEDGF integ inh: blocks HIV-1 LEDGF/p75-dependent DNA integration | AID 743269 | TR-FRET IN-LEDGF/p75 DNA integration, Eu/Cy5 | hit rate 0.64% among 370,000 | inhibition, % at 3.7 µM;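 active = inhibition above the screen-wide mean plus 3 SD, cut at about 13% in these data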;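 also: signal is the Cy5 over europium emission ratio at 671 and 618 nm; 0% = plate median of compound wells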
DDE Tn7 FP inh: DD(E)-Tn7 binding inhibition, primary FP screen; P02675; FP displacement of FITC-Tn7 peptide from fibrin DD(E); 0% = median of compound wells per plate; inhibition, % at 8.3 µM; hit rate 0.13% among 370,000; AID 720508;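 active = inhibition above the mean of compounds falling within the control limits plus 3 SD of them, cut at about 14% in these data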;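 also: 0% = plate median of compound wells and 100% = 10 µM Aha-Tn7 peptide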
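System: human fibrin DD(E); quantity: Fibrin-DD(E) at 2 µM final; also added: fluorescent Tn7 probe at 0.1 µM; compound dosing: single nominal test concentration of 8.3 µM per compound; schedule: 10 min preincubation, 3 h with tracer, room temperature; detection: fluorescence polarization of the labelled Tn7 tracer; repeats: one replicate per compound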
TDP2 absorb: blocks human TDP2 phosphodiesterase activity; O95551; recombinant TDP2, T5PNP hydrolysis, p-nitrophenol absorbance 415 nm; inhibition, % at 12.8 µM; hit rate 0.34% among 370,000; AID 720702;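 active = inhibition above the mean of all tested compounds plus 3 SD, set per campaign, cut at about 25% in these data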;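 also: 0% = DMSO with enzyme and 100% = buffer with substrate but no TDP2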
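Test system: Human TDP2 enzyme | Reagent: 5 mM T5PNP | Compound dosing: 12.8 µM single point, 1% DMSO | Incubation: Enzyme reaction with compound for 2 h at 37 °C | Technique: p-Nitrophenol epi absorbance | Read-out: % inhibition relative to enzyme-containing and enzyme-free wells | Benchmarks: High control without enzyme, low control DMSO plus TDP2 | Replicates: Singlicate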
HTRA1 inhibitor: HTRA1 (human) protease inhibition; recombinant HTRA1, FP-rhodamine activity-based probe, fluorescence polarization; inhibition, % at 5.96 µM; hit rate 0.5% among 340,000; AID 504803; in the data active = inhibition above about 36%;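 also: 0% = enzyme with DMSO and 100% = wells lacking enzyme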
Target sequence (Q92743 whole entry, looked up): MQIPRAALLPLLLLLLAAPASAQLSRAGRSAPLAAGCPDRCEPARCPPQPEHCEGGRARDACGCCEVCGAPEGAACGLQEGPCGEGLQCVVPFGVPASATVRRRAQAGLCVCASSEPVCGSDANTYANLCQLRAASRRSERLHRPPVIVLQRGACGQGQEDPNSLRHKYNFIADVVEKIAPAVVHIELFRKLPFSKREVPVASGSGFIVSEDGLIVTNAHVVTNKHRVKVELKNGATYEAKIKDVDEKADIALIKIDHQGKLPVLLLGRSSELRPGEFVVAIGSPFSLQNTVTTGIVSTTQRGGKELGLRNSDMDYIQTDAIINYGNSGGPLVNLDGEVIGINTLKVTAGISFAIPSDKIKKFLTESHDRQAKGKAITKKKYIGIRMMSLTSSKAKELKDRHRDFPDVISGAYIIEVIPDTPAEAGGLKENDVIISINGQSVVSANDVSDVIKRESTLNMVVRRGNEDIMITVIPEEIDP
SIAE inh: blocks human sialic acid acetylesterase; Q9HAT2; hit rate 0.69% among 370,000; AID 1053197; SIAE FP-Rh probe binding, fluorescence polarization; inhibition, % at 9.66 µM;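 active = inhibition above a cutoff: mean of compounds within the control limits plus 3 SD of those, cut at about 17% in these data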;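 also: 0% = plate median of compound wells and 100% = probe without SIAE protein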
Target sequence (Q9HAT2 whole entry, looked up): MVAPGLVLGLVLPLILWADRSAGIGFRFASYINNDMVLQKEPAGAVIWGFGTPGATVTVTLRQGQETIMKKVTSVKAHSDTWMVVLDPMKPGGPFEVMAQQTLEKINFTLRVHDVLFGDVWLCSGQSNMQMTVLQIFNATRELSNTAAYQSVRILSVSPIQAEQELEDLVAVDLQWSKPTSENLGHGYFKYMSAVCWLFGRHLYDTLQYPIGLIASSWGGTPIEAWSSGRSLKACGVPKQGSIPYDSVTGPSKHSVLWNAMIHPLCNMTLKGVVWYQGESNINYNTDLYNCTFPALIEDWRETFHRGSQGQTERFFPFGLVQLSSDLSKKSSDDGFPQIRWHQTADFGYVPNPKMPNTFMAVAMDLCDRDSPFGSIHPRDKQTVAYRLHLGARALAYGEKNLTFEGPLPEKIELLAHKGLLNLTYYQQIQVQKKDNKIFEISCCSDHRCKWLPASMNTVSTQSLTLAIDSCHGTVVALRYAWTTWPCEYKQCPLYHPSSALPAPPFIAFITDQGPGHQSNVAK
UHRF1 MBD2 ctr: blocks human UHRF1 binding to methylated DNA. Q96T88. UHRF1 binding to methylated oligo, TR-FRET. inhibition, % at 4.4 µM. hit rate 0.75% among 370,000; in the data active = inhibition above about 21%;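 also: UHRF1 SRA domain binding a hemimethylated CpG hairpin DNA probe; 0% = median of test compound wells and 100% = reference inhibitor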
PG9 Ab binder: binds the HIV-1 gp120 antibody PG9. TR-FRET gp120-PG9 antibody binding. inhibition, % at 6.7 µM. hit rate 0.43% among 360,000. AID 624416; in the data active = inhibition above about 8.5%
TCR-CD3 inh: blocks the human TCR-CD3 interaction; TAMRA-labeled TCR probe fluorescence, biochemical; inhibition, % at 9.4 µM; hit rate 0.37% among 360,000; in the data active = inhibition above about 19%;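 also: recombinant mutant TCR 2C K166C tagged with TAMRA read by polarization; 0% = receptor in buffer alone and 100% = receptor with positive control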
mABHD4 FP: ABHD4 (mouse) inhibition, primary FP screen; inhibition, % at 8.92 µM; hit rate 0.54% among 370,000; purified mABHD4, FP-Rh probe fluorescence polarization; Q8VD66;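 active = inhibition exceeding the mean over every tested compound plus 3 SD, cut at about 30% in these data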;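 also: 0% = plate median of compound wells and 100% = S159A mutant with DMSO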
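Doses – 8.92 µM, single dose · Material – wild-type mouse ABHD4 protein · Replication – single well per compound (singlicate) · Measure – percent inhibition of probe binding, normalized to plate controls · Schedule – 45 min compound pre-incubation plus 60 min probe step, 25 °C · Detection – fluorescence polarization with parallel and perpendicular emission, 525/598 nm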
PRMT1 FP inh: PRMT1 (human) inhibition, primary screen; Q99873; recombinant PRMT1, activity-based probe fluorescence polarization; inhibition, % at 2.79 µM; hit rate 1.3% among 370,000;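 active = inhibition above about 21% made by adding two undisclosed values, limit read from the data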
The depositor's hits bear a star; i = inactive; . = not tested or not shown. No enrichment for hits (roughly 4.2% active in at least one column).

SMILES	LEDGF integ inh	DDE Tn7 FP inh	TDP2 absorb	HTRA1 inhibitor	SIAE inh	UHRF1 MBD2 ctr	PG9 Ab binder	TCR-CD3 inh	mABHD4 FP	PRMT1 FP inh
O=C(NCC1CCCO1)C1CCN(S(=O)(=O)c2cccc3nonc23)CC1 (centres undefined)	0	5	1	-1	0	1	-0.1	0	4	-2
COC(=O)[C@H](CC(C)C)N(CCCc1cn(Cc2ccccc2)nn1)S(=O)(=O)c1ccc(F)cc1Br	3	-2	-4	.	-9	0	.	.	-3	0
COc1cccc(NC(=O)CN(C)C(=O)CN2C(=O)NC3(CCCC3)C2=O)c1	-7	5	-15	5	-6	3	-1.0	-11	-9	6
Cc1nc2nc(-c3cccnc3)[nH]n2c(=O)c1Cc1ccccc1	1	-1	-12	7	0	0	-0.5	7	1	-6
c1nc(NC2CCCCC2)c2[nH]cnc2n1	1	-4	4	6	0	-1	-0.2	4	0	1
O=C(CCN1C(=O)/C(=C/c2ccc3c(c2)OCO3)SC1=S)Nc1ccc(C(=O)O)cc1	-2	1	4	7	-4	1	-1.7	4	-12	2
COc1cccc(-c2ccc3c(c2)C2CC3CCN2C(=O)c2ccc(Cl)cc2)c1 (centres undefined)	-3	6	2	-27	-2	2	-0.4	-6	-1	3
O=C(Cn1nc(-c2ccccc2)c2ccccc2c1=O)NCCO	-1	4	-3	6	-5	0	-1.6	3	-1	0
CC(=O)Nc1cccc(NC(=O)C2C3C=CC(C3)C2C(=O)O)c1 (centres undefined)	-5	2	11	-5	0	2	-0.8	0	-3	5
CC(=O)Nc1ccc(S(=O)(=O)N(C)CC(=O)N/N=C/c2ccc(C(=O)O)cc2)cc1	3	3	15	-7	-3	-1	2.4	8	-6	-6
O=C(Nc1nnc(C23CC4CC(CC(C4)C2)C3)s1)c1ccco1	0	1	-10	8	2	2	1.7	1	7	2
Cc1cc(F)ccc1C(O)c1ncc(-c2ccc(Oc3ccccc3)cc2)[nH]1 (centres undefined)	-5	1	-6	.	-7	-1	-1.4	9	-8	-2
Cc1nc(-c2ccc(F)cc2)c(CC(=O)N(C)CC(=O)Nc2ccccc2Br)s1	0	-4	-8	-5	-4	1	0.1	-6	-2	-2
CCN(CC)S(=O)(=O)c1ccc(N2CCOCC2)c(NC(=O)c2cc3ccccc3oc2=O)c1	9	-2	-19	-4	-2	4	-2.8	-3	-8	-5
CNC(=O)CN(c1ccc(Oc2ccccc2)cc1)S(=O)(=O)c1ccc(C)cc1	1	6	14	-1	2	1	-0.3	2	0	-2
Cc1ccc(S(=O)(=O)N2C3C=CC(C3)C2C(=O)O)cc1 (centres undefined)	4	3	-5	-1	6	2	-2.6	1	4	-7
COc1ccc(C(=O)C2CCCN(Cc3c[nH]c4ccccc34)C2)c(OC)c1 (centres undefined)	-1	8	-11	-4	0	-2	-2.9	0	1	-4
O=C(c1ccc(-c2ccc([N+](=O)[O-])cc2)o1)N1CCCCC1	0	0	-12	0	0	6	-0.9	-4	3	46*
O=C(c1cccs1)N(Cc1ccc(Cl)cc1)C1CCS(=O)(=O)C1 (centres undefined)	-2	5	17	-2	3	-7	-1.1	6	0	-4
NN1C(=O)/C(=C\c2ccco2)SC1=S	55*	8	14	.	11	63*	-5.6	20*	42*	43*
CCOc1ccc(CCNC(=O)c2cc3ccccn3n2)cc1OCC	-2	-6	-8	-1	-4	1	0.3	-7	11	3
COc1ccc(NC(=O)C2c3ccccc3OCC(=O)N2Cc2cccnc2)cc1 (centres undefined)	0	-1	-4	.	6	-1	-0.6	9	8	1
Cc1cc2ccccc2c(=O)n1CC(=O)NCC(=O)N1CCCC(C)C1 (centres undefined)	-2	-2	-4	3	-1	-1	-0.8	7	-3	-1
Cc1cccc(C)c1-n1nnnc1-c1nc2cc(Br)ccc2[nH]c1=O	-1	-3	2	.	-6	-2	-2.6	9	9	-1
O=C1C=CC2C(c3ccc4c(c3)OCO4)CC1N2Cc1ccccc1 (centres undefined)	1	-2	4	8	4	-9	-2.4	2	11	7

Rewritten with bars between the fields: entries from further up
mol | LEDGF integ inh | DDE Tn7 FP inh | TDP2 absorb | HTRA1 inhibitor | SIAE inh | UHRF1 MBD2 ctr | PG9 Ab binder | TCR-CD3 inh | mABHD4 FP | PRMT1 FP inh
Cc1cc2ccccc2c(=O)n1CC(=O)NCC(=O)N1CCCC(C)C1 (centres undefined) | -2 | -2 | -4 | 3 | -1 | -1 | -0.8 | 7 | -3 | -1
Cc1cccc(C)c1-n1nnnc1-c1nc2cc(Br)ccc2[nH]c1=O | -1 | -3 | 2 | . | -6 | -2 | -2.6 | 9 | 9 | -1
O=C1C=CC2C(c3ccc4c(c3)OCO4)CC1N2Cc1ccccc1 (centres undefined) | 1 | -2 | 4 | 8 | 4 | -9 | -2.4 | 2 | 11 | 7

Going on with the list:
SMILES	LEDGF integ inh	DDE Tn7 FP inh	TDP2 absorb	HTRA1 inhibitor	SIAE inh	UHRF1 MBD2 ctr	PG9 Ab binder	TCR-CD3 inh	mABHD4 FP	PRMT1 FP inh
Cc1ccc(S(=O)(=O)NCC(=O)OCC(=O)Nc2ccc(C)c(S(=O)(=O)N3CCOCC3)c2)cc1	6	-1	-15	-2	-6	2	-0.4	-5	-2	0
CN(Cc1cnn(C)c1)S(=O)(=O)c1cccc([N+](=O)[O-])c1	2	6	6	-1	3	0	-0.7	0	-4	-8
COc1ccc(NC(=O)CO/N=C2/CCCc3nonc32)c(OC)c1	-2	-1	11	3	1	-2	-1.2	-5	3	-3
CC(C)n1nnnc1SCC(=O)N1CCN(C(=O)c2ccco2)CC1	0	-5	-11	-7	-3	6	0.0	2	-2	3
CCOC(=O)C1=C(CCc2ccccc2)NC(=O)NC1c1cccc([N+](=O)[O-])c1 (centres undefined)	5	2	-5	-8	-8	1	0.4	-6	-10	2
NCCc1nnc(SCc2ccccc2F)o1	-2	5	4	1	-1	0	-0.5	2	2	-1
Cc1cc(C(C)(C)C)oc1C(=O)N(CC(=O)NC1CCCC1)Cc1ccc(Cl)cc1	-1	-3	7	-4	-3	-5	1.6	2	2	-1
Cc1cc(N)n(-c2ncnc3scc(-c4ccc(Cl)cc4)c23)n1	0	-2	-11	-16	0	-2	-0.9	2	3	-2
CN1CCC(C)(C(=O)Nc2ccc3c(c2)OCCO3)C1 (centres undefined)	0	-1	6	.	-2	0	0.8	3	-1	-2
CCOC(=O)C(=CNc1cc(C)ccc1-n1cccc1)C(=O)OCC	-4	5	-6	-6	-2	-2	0.5	10	-8	1
Cc1ccccc1-n1ncc2c1CC(C)(C)CC2NC(=O)CN1CCCC1=O (centres undefined)	-2	-1	-12	0	-2	-1	-1.2	6	4	-5
CC(C)C(NC(=O)c1ccccc1F)C(=O)NCCc1ccccn1 (centres undefined)	-5	0	-3	-3	-2	0	1.0	-3	0	6
CCOC(=O)Cc1c(C)nc2cc(-c3ccc(C)cc3)[nH]n2c1=O	1	0	-2	-6	-1	3	1.4	-9	-20	3
Cc1ccc(C)c(NC(=O)CCC(=O)NNS(=O)(=O)c2ccc(Cl)cc2)c1	1	-4	14	12	-3	-1	-0.7	2	-2	-5
COc1c(C)cc(C(=O)C2CCCN(C(=O)C3=C(C)OCCO3)C2)cc1C (centres undefined)	6	-1	-10	4	0	1	-0.3	0	5	-10
COc1ccc(NC2CCCN(C(=O)c3c(C)noc3C)C2)cc1 (centres undefined)	-3	-1	-9	6	-3	1	-0.5	-3	-10	7
Cc1cccnc1NC(=O)CN1C(=O)COc2ccc(Cl)cc21	0	-2	-6	-9	12	-2	-1.1	-3	0	-2
CCC(C)Sc1nc2ccccc2n1CC(=O)O (centres undefined)	-3	8	9	-6	2	2	-2.5	1	-3	2
Cc1c(Cl)cccc1N/C(SCC(=O)N1CCCCCC1)=C(/C#N)c1nc2ccccc2s1	-1	5	4	-3	-3	2	-0.4	-3	35*	-1
COc1ccccc1C(=O)NC(CCSC)C(=O)NCC(c1ccccc1OC)N1CCCC1 (centres undefined)	2	-6	-10	-2	0	3	-1.8	5	1	-3
COc1ccc(Cl)cc1C(=O)NNC(=O)c1cccs1	1	-9	-11	-2	-6	2	-0.5	-1	-5	-2
CCOC(=O)N1CCN(c2nc3c(C)cccn3c(=O)c2C=O)CC1	-2	0	-8	-3	-5	-1	-0.2	3	4	1
Cc1ccc(-n2c(-c3ccc(Cl)cc3)n[nH]c2=S)cc1	2	-4	-3	4	-1	0	1.5	6	-3	5
COC(=O)CSc1[nH]c2ccc(Br)cc2c1[N+](=O)[O-]	2	-2	-6	4	11	0	-2.7	-2	0	4
Cc1cccc(NC(=O)N2CCC(c3nc4ccccc4o3)CC2)c1	0	-1	14	-5	0	10	-1.7	1	-1	-1
SMILES	LEDGF integ inh	DDE Tn7 FP inh	TDP2 absorb	HTRA1 inhibitor	SIAE inh	UHRF1 MBD2 ctr	PG9 Ab binder	TCR-CD3 inh	mABHD4 FP	PRMT1 FP inh
COc1cccc(CN2CCN(C(=O)c3ccco3)CC2)c1	-2	2	1	15	15	0	-1.8	9	9	0
O=C(c1c[nH]c2ccc(S(=O)(=O)N3CCOCC3)cc2c1=O)N1CCCC1	1	2	9	-3	12	-1	0.5	4	1	1
Cc1ccccc1NCC(=O)N/N=C/C(Br)=C/c1ccccc1	-5	2	-3	3	-7	-1	-1.2	-4	2	5
C[C@@H]1C=CCCO[C@]12C(=O)N(Cc1ccc(F)cc1)c1ccccc12	1	6	1	.	1	-2	1.7	1	0	-1
COc1cc(SC)ccc1C(=O)Nc1c(C)cccc1C	0	0	9	-5	-1	0	-1.1	-10	0	0
Cc1ccc(C(=O)OCc2cn3ccccc3n2)cc1	-1	-6	-6	2	-5	0	-0.1	8	-2	0
CNC(=S)NNC(=O)c1cc(C(C)(C)C)nn1Cc1ccc(F)cc1	-3	6	7	0	0	-2	-2.1	2	4	-3
Cc1cccc(-n2c(N)c(C(=O)N3CCN(C)CC3)sc2=S)c1	3	-10	3	6	1	-5	3.0	11	8	78*
CCN1CCN(C(CNS(=O)(=O)c2ccc(C)cc2)c2ccccc2)CC1 (centres undefined)	-3	-3	-4	3	4	3	-0.7	-6	5	3
C[C@H](NC(=O)c1ccccc1Cl)C(=O)OCC(=O)N1CC2(C)CC1CC(C)(C)C2 (some centres undefined)	0	6	1	0	8	1	-1.3	2	-2	-3
Oc1ccc(C=NNc2ccccn2)c(O)c1	-1	5	-7	7	5	3	-2.0	-12	26	-3
C=CCN(CC=C)CCOc1ccc(C)cc1[N+](=O)[O-]	-2	0	0	-4	-1	6	-1.3	3	17	7
NC(N)=N/N=C/c1ccccc1Cl	i	6	-16	4	-11	-3	2.6	-14	-13	4
COc1cccc(OC)c1C(=O)Nc1sc2c(c1C(N)=O)CCCC2	7	-9	-6	.	-3	0	-1.6	2	-7	4

Compound activity: PubChem, The Scripps Research Institute Molecular Screening Center
